Pf growth 48h: Primary qHTS for delayed death inhibitors of the malarial parasite plastid, 48 hour incubation. P. falciparum luciferase growth in erythrocytes, 48 h. Potency, µM (doses to about 28.7 µM), inactives show at the top dose activity change, negative = inhibition, most hits filed as inhibitors. 5.9% of 310,000 active; also: potency is read from the fitted curve at half-maximal effect; % is scaled to controls: 0 for no effect and ±100 for the full control effect
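Luciferase-expressing parasites in RBCs, 2% Hct / 0.1% parasitemia final; RPMI 1640 + 0.5% Albumax; 37 C, 5% CO2, one generation; luminescence read-out, lower signal = inhibition.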
AmpC inh no detg: qHTS Inhibitors of AmpC Beta-Lactamase (assay without detergent); P00811; AmpC nitrocefin hydrolysis, absorbance 480 nm, 0.0001% Triton; Potency, µM (top dose mostly 57.1 µM), without a hit: top-dose activity change, negative = inhibition, hits mostly inhibitors; 0.52% of 330,000 active;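 also: potency is read from the fitted curve at half-maximal effect; plate controls were no compound for no effect and no enzyme for full effect; nearly all actives have a fitted effect of over 20% in size; some results filed as inactive show a strong effect at the top dose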
Target sequence (P00811 whole entry, looked up): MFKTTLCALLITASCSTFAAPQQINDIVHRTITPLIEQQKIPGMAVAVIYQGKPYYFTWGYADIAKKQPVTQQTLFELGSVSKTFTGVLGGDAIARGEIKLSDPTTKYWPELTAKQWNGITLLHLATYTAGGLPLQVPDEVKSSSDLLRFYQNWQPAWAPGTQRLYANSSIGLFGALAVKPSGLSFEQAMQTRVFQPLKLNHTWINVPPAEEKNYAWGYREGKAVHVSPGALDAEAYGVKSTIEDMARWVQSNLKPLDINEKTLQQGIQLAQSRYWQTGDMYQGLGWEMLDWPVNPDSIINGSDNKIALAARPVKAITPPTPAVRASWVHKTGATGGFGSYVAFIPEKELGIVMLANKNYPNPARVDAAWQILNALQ
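20 mM phosphate pH 7.0 + 0.01% (detergent screen) or 0.0001% Triton X-100; 5.3 nM AmpC reagent; cpd preinc 15 min RT; nitrocefin (800 uM stock) to start; A480 q20 s × 4 min; Activity was normalised to no-enzyme and no-compound control wells.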
Pf growth 96h: Primary qHTS for delayed death inhibitors of the malarial parasite plastid, 96 hour incubation. Potency, µM (series often up to 28.7 µM), inactives show at the top dose activity change, negative = inhibition, most hits filed as inhibitors. P. falciparum luciferase reporter growth, 96 h. AID 504834, 2011. 6.9% of 320,000 active; also: potency is read from the fitted curve at half-maximal effect; % is scaled to controls: 0 for no effect and ±100 for the full control effect
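Compounds incubated with erythrocytes infected by luciferase-expressing P. falciparum (2% hematocrit, 0.05% parasitemia final) for 96 hours, 37 C in 5% CO2. Growth inhibition scored as decreased luciferase luminescence.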
TbPYK inhibitor: qHTS of Trypanosoma Brucei Inhibitors; Potency, µM (top dose mostly 76.8 µM), inactives show at the highest dose activity, negative = inhibition, most hits filed as inhibitors; AID 624173, 2012; 0.12% of 410,000 active; TbPYK enzyme, Kinase-Glo Plus ATP luminescence, 45 min; also: potency is read from the fitted curve at half-maximal effect; % is scaled to controls: 0 for no effect and ±100 for the full control effect; nearly all actives have a fitted effect of over 50% in size
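Activity of T. brucei pyruvate kinase was followed by Kinase-Glo Plus luminescence after the enzyme reacted 45 min at room temperature with 130 uM ADP (final) and substrate. Test compounds were added before ADP at multiple concentrations.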
Shiga toxin inh: A qHTS for Small Molecule Inhibitors of Shiga Toxin; inhibition, % at 38.7 µM; Vero cells, Shiga toxin protein synthesis inhibition reporter; 9.2% of 290,000 active; in the data active = inhibition mostly above about 28%, no sharp cut-off; inactive = mostly below about 43%; also: 0% is about no effect
LmPK inh: qHTS Assay for Inhibitors of Leishmania Mexicana Pyruvate Kinase (LmPK). Q27686. purified LmPK, Kinase-Glo ATP luminescence, 1 h. Potency, µM (doses to about 57.5 µM), for the others: at the top dose activity change, negative = inhibition, usual class: inhibitors. 0.37% of 290,000 active. AID 1721, 2009; also: potency is read from the fitted curve at half-maximal effect; % is scaled to controls: 0 for no effect and ±100 for the full control effect
Target sequence (Q27686 whole entry, looked up): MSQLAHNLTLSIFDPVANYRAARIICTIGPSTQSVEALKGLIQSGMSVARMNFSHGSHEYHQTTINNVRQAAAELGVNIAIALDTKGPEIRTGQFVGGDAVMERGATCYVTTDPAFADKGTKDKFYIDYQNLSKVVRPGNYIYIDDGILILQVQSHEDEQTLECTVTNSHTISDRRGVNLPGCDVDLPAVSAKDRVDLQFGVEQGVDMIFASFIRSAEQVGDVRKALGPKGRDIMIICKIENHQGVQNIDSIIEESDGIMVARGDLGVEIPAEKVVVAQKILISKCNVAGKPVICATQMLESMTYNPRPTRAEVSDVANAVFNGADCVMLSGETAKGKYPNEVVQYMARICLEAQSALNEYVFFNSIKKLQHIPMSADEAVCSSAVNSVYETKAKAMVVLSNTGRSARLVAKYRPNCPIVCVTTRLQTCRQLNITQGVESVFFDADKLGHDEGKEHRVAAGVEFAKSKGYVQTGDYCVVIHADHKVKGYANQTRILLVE
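Purified LmPK (0.1 nM) converted ADP (0.1 mM) to ATP with PEP (0.5 mM) in imidazole buffer pH 7.2 with KCl and MgCl2, 1 h at room temperature. ATP was read by Kinase-Glo luminescence; data normalized to uninhibited and no-enzyme controls.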
CHX counter: Cycloheximide Counterscreen for Small Molecule Inhibitors of Shiga Toxin; cell reporter, cycloheximide protein synthesis inhibition counterscreen; max response, %; 12% of 300,000 active; AID 2314, 2010; in the data active = max response mostly above about 13%, no sharp cut-off; inactive = mostly below about 14%; also: read at 38.3 µM for the half of the compounds with a filed dose; 0% is about no effect
* hit, by the source's call; i = inactive; ? = inconclusive; / = not tested or not shown; & = joins results of further samples; [ ] = another dose, or the depositor's remark. Unless noted, calls follow the shape of the dose curve; as a rule, active = well fitted curve in the direction sought with a large enough effect; inconclusive = small, poorly fitted or top-dose-only effect, or another doubt; inactive = no such curve, though single readings can be large; an effect the other way counts as inactive or inconclusive. An unsorted share of the library; overall some 22% were active at least once.

entry	mol	Pf growth 48h	AmpC inh no detg	Pf growth 96h	TbPYK inhibitor
1	COC(=O)[C@H](Cc1ccccc1)NC(=O)[C@@H](N)CC(=O)O	7%	/	34%[activator]	-11%&0%
2	C=CCNCCOCCOc1ccc(Cl)cc1C(C)(C)C	-8%	53%	?	3%
3	O=c1c2cn[nH]c2[nH]c(=S)n1-c1cccc2ccccc12	2%	-16%	4%	-22%
4	CCOc1ccc(NS(=O)(=O)c2ccc(C(=O)NCc3ccccn3)cc2)cc1	-11%	-24%	0%	-6%
5	CC(C)(C)C(=O)Nc1ccc(S(=O)(=O)c2ccc(NC(=O)C(C)(C)C)cc2)cc1	?	-43%	/	2%
6	O=c1c2ccccc2nc(/C=C/c2cccnc2)n1Cc1ccccc1	?	26%	13%	?
7	COc1cc(NC(=O)Cn2c(C)cc3ccccc3c2=O)cc(OC)c1OC	0%	-19%	29%	-10%&3%
8	CN1CCN(C(=O)c2cc3c(s2)-c2ccccc2S(=O)(=O)C3)CC1	20%	?	51%[activator]	-2%
9	CC(C)(C)OC(=O)NCc1ccc(CNC(=O)c2nc[nH]c2C(=O)N2CCN(c3ccccc3)CC2)cc1	13µM*	73%[activator]	-27%	-2%
10	Cc1ccc(NC(=O)c2ccc(C(C)(C)C)cc2)cc1-n1cnnn1	-19%	-12%	11%	3%
11	COc1ccc(OCC(O)CN2CCOCC2)cc1 (centres undefined)	?	-11%	26%	-2%
12	C/C=C/C(=O)Nc1cccc(C2=NOC3(C2)C[C@H](C(N)=O)N(C(=O)/C=C/C)C3)c1 (some centres undefined)	47%[activator]	0%	35%[activator]	1%
13	CCn1c(NCc2ccccn2)nc2ccccc21	?	-17%	?	1%
14	COc1ccc(/C=C/c2cc(C(F)(F)F)[nH]c(=O)n2)cc1OC	?	-26%	-10%	-2%
15	CCOC(=O)c1c(C)[nH]c(C(=O)OCCOc2ccccc2C)c1C	260%[activator]	-9%	491%[activator]	-5%

entry	Shiga toxin inh	LmPK inh	CHX counter
1	/	/	/
2	-17	-4%	-1
3	3	-1%	-4
4	/	/	/
5	-5	3%	0
6	-16	-3%	-3
7	-8	0%	-1
8	11	0%	7
9	/	/	/
10	-6	-1%	-4
11	/	6%	1
12	-8	-10%	-7
13	21	0%	21*
14	16	-5%	8
15	61*	2%	45*

Molecules from the list above containing a halogen (2):
entry	mol	Pf growth 48h	AmpC inh no detg	Pf growth 96h	TbPYK inhibitor
2	C=CCNCCOCCOc1ccc(Cl)cc1C(C)(C)C	-8%	53%	?	3%
14	COc1ccc(/C=C/c2cc(C(F)(F)F)[nH]c(=O)n2)cc1OC	?	-26%	-10%	-2%

entry	Shiga toxin inh	LmPK inh	CHX counter
2	-17	-4%	-1
14	16	-5%	8

Next compounds
entry	mol	Pf growth 48h	AmpC inh no detg	Pf growth 96h	TbPYK inhibitor
16	COc1ccccc1-c1nnc(C2CCN(S(=O)(=O)c3ccc([N+](=O)[O-])cc3)CC2)o1	?	161%[activator]	?	-14%
17	Cc1cccc(NS(=O)(=O)c2c(C)[nH]c(C)c2C(=O)N2CCCC2)c1	21%	-2%	?	-3%
18	CC1=C(C#N)c2nc(N)c(C#N)c(C)c2/C1=C\c1ccc(OCC(=O)O)c(Cl)c1	-3%	-35%	-4%	-11%
19	COc1ccc2cc3c(N)nn(C(=O)c4ccc(OC)c(OC)c4)c3nc2c1	-12%	-28%	-1%	2%
20	CCOC(=O)c1c(CN(CC)CC)oc2ccc(OC)cc12	?	2%	15µM*	0%
21	Cc1cc(C(=O)NNC2CC(=O)N(c3ccc4ccccc4c3)C2=O)c(C)o1 (centres undefined)	-2%	23%	-5%	3%
22	O=C(Nc1nnc(C2COc3ccccc3O2)o1)c1ccc(F)cc1 (centres undefined)	-80%	-25%	?	1%
23	Oc1ccc(Cl)cc1CNc1ccccn1	?	-22%	10µM*	-15%
24	CCCc1nc2oc3cc(OC)ccc3c(=O)c2c(=O)n1Cc1ccco1	9.3µM*	-22%	15%	4%
25	NC(=O)c1ccc(SCC(=O)OCC(=O)NCc2cccs2)c([N+](=O)[O-])c1	-28%	-10%	10%	-2%
26	COc1ccc(Cl)cc1C(=O)NNC(=O)CN1C(=O)C2CC=CCC2C1=O (centres undefined)	21%	-19%	-1%	-1%
27	Nc1c(-c2cccs2)cnc2c(-c3ccc(F)cc3)cnn12	162%[activator]	-26%	437%[activator]	-12%
28	O=C(COc1ccccc1)N1CCN=C1SCc1cccc(F)c1	-11%	-12%	8%	0%
29	CN(C)C(=O)c1ccc(NC(=O)COC(=O)C2CCN(S(=O)(=O)c3ccc4c(c3)OCCO4)CC2)cc1	-29%	67%[activator]	21%	-6%
30	CC1CC(C)CN(c2ncnc3c2cnn3-c2ccc(Cl)cc2)C1 (centres undefined)	303%[activator]	-10%	292%[activator]	4%

entry	Shiga toxin inh	LmPK inh	CHX counter
16	-2	0%	1
17	10	-5%	8
18	-1	-1%	-4
19	/	/	/
20	-1	3%	-1
21	-19	12%	-1
22	-7	-1%	2
23	52	0%	15*
24	-24	-4%	-4
25	/	/	/
26	-5	-1%	-1
27	118*	1%	43*
28	25	5%	-3
29	/	/	/
30	105*	1%	59*

(list continues)
entry	mol	Pf growth 48h	AmpC inh no detg	Pf growth 96h	TbPYK inhibitor
31	CCOC(=O)C1CCCN(C(=O)CCC(=O)Nc2ccc3nc(N4CCOCC4)cc(C)c3c2)C1 (centres undefined)	10%	65%[activator]	-14%	-5%
32	COc1ccc([N+](=O)[O-])cc1NC(=S)NC(NC(=O)C(c1ccccc1)c1ccccc1)C(Cl)(Cl)Cl (centres undefined)	20%	-39%	?	-7%
33	Cc1ccc(C)c2nc3sc(C(=O)N4CCCc5ccccc54)c(N)c3cc12	?	-31%	19%	-5%
34	Cc1ccc(C(=O)OCC(=O)NCc2cccc(Cl)c2)cc1S(=O)(=O)N1CCCCC1	?	-26%	-20%	14%
35	COC(=O)C1C/C(=N/NS(=O)(=O)c2ccc(C)cc2)CS1 (centres undefined)	22%	-19%	-27%	-11%
36	COc1ccc(N2CCN(Cc3nc4c(c(=O)n(C)c(=O)n4C)n3CC(C)=O)CC2)cc1	-4%	-2%	33%	1%
37	O=C(CSc1nnc(CN2CCOCC2)n1-c1ccccc1)N1CCc2ccccc21	3%	-5%	13µM*	6%
38	O=C(/C=C/c1ccc(NC(=O)c2ccccc2-c2ccccc2C(=O)O)cc1)c1ccccc1	-25%	-24%	?	-5%
39	Cc1ccc(CSc2nnc(-c3ccco3)o2)cc1	/	-7%	130%[activator]	-8%
40	O=C(CSc1nnnn1-c1ccc(Cl)cc1)NC(=O)Nc1ccc2c(c1)OCCO2	173%[activator]	?	116%[activator]	-6%
41	Cc1cc(C(=O)Nc2ccc(N3CCCCC3)cc2)no1	75%[activator]	-6%	?	-18%
42	COc1cccc(C2NC(=O)NC(C)=C2C(=O)Nc2ccccc2C)c1 (centres undefined)	/	-13%	49%[activator]	/
43	CCOC(=O)N1CCN(C(=O)Nc2sc3nc4n(c(=O)c3c2C)CCC(C)CC4)CC1 (centres undefined)	12µM*	59%	13µM*	-15%
44	COc1ccccc1N(CC(=O)NC1CCCCC1)S(=O)(=O)c1ccccc1	-12%	33%	23%	-2%
45	CCc1cc(C(=O)N2CCCC(C(=O)c3cccc4ccccc34)C2)n(C)n1 (centres undefined)	3%	155%[activator]	?	-2%

entry	Shiga toxin inh	LmPK inh	CHX counter
31	21	0%	24*
32	2	0%	7
33	-6	3%	2
34	/	/	/
35	17	-6%	-1
36	6	1%	1
37	-12	-6%	-2
38	37*	-2%	10*
39	107*	1%	33*
40	72*	0%	29*
41	39	?	16*
42	-9	5%	-4
43	18	1%	-3
44	-7	-2%	-4
45	-1	8%	0

Remaining list, next part
entry	mol	Pf growth 48h	AmpC inh no detg	Pf growth 96h	TbPYK inhibitor
46	Cc1cc(C)n2nc(-c3cccc(Br)c3)cc2n1	147%[activator]	121%[activator]	?	-1%
47	CCOc1ccc(N(CC(=O)NC2CCCCC2)C(=O)CCC(=O)Nc2nccs2)cc1	7.4µM*	-2%	-16%	-4%
48	Cc1ccc2c(c1)C1CN(C)CCC1N2C(=O)COc1ccc(N(C)S(=O)(=O)c2cccs2)cc1 (centres undefined)	?	133%[activator]	?	-4%
49	Cc1ccc(C(=O)N2CCc3ccccc3C2)cc1S(=O)(=O)N1CCOCC1	?	102%[activator]	-16%	1%
50	COc1ccc(/C=C2\SC(=S)N(CC3CCCO3)C2=O)cc1 (centres undefined)	10%	-4%	28%	-16%
51	CCC(CO)n1cnnc1-c1ccncc1 (centres undefined)	?	?	3%	3%
52	CC(C)Cn1c(N)c(C(=O)COC(=O)c2cccc(Cl)c2)c(=O)n(C)c1=O	6%	-22%[11.4 µM]	33%[activator]	-2%
53	CCn1c(N2CCN(S(=O)(=O)CC)CC2)nc2ccccc21	-3%	63%[activator]	16%	-1%
54	COc1ccccc1[C@H]1C(c2cccc(Cl)c2)=NN(c2ccccc2)[C@@H]1CO	/	-14%	/	4%
55	CCOC(=O)CSc1[nH]c(=O)cc(C)c1C#N	1%	-17%	?	3%
56	CN(C)S(=O)(=O)c1ccc(C(=O)Nc2nc(-c3cc4ccccc4o3)cs2)cc1	-16%	-55%	?	3%
57	O=C(CCS(=O)(=O)c1ccccc1)OCc1ccc([N+](=O)[O-])cc1	18%	-8%	33%[activator]	1%
58	COCc1c(C#N)c(NCc2cc(OC)c(OC)c(OC)c2)nc(C)c1[N+](=O)[O-]	-14%	69%[activator]	2%	-1%
59	Cc1ccc(S(=O)(=O)CCC(=O)Nc2ccc3nc(C)sc3c2)cc1	-5%	-5%	-6%	-18%

entry	Shiga toxin inh	LmPK inh	CHX counter
46	/	-2%	32*
47	4	-2%	-2
48	9	1%	3
49	-2	-5%	8
50	13	2%	20*
51	-6	3%	-1
52	-7	1%	-3
53	-29	-6%	-2
54	i	/	8
55	2	11%	-2
56	3	-1%	1
57	-23	-10%	3
58	28	-1%	-3
59	-4	-3%	4

Results in sequence from the list.
Compounds 53 to 57 in LmPK inh: -6%, /, 11%, -1%, -10%
Compounds 53 to 57 in Pf growth 96h: 16%, /, ?, ?, 33%[activator]
Compounds 53 to 57 in Pf growth 48h: -3%, /, 1%, -16%, 18%
